Bioassay records: PubChem, Sanford-Burnham Center for Chemical Genomics
APJ antag: blocks the human apelin receptor APJ; CHO-K1 APJ beta-arrestin complementation, luminescence; 330,000 compounds, 0.32% hits; inhibition, % at 20 µM;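 active means inhibition above about 40% at 20 µM, limit read from the data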;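 further: cells challenged with 10 nM apelin-13 agonist together with compound; plate controls were apelin-13 plus DMSO wells for no effect and DMSO wells lacking apelin-13 for full effect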
Gli-Sufu antag: Gli-Sufu pathway antagonism; Sufu-KO-LIGHT fibroblasts, Gli luciferase reporter luminescence; AID 588413; 340,000 compounds, 0.74% hits; inhibition, % at 5 µM;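 active means inhibition above about 55%, limit read from the data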;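 further: 0% = DMSO-treated cells and 100% = wells with medium but no cells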
CXCR6 inh: blocks human CXCR6 beta-arrestin recruitment; O00574; CHO-K1 PathHunter CXCR6 beta-arrestin, luminescence; inhibition, % at 20 µM; 360,000 compounds, 0.36% hits; in the data active means inhibition above about 34%, passing the limit was not always enough;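 further: antagonist mode with CXCL16 agonist at 10 nM final; 0% = 10 nM CXCL16 with DMSO and 100% = unstimulated wells without agonist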
CCR6 antagonist: CCR6 (human) receptor antagonism. inhibition, % at 20 µM. P51684. CHO-K1 CCR6 PathHunter beta-arrestin, luminescence, CCL20-stimulated. AID 493098. 340,000 compounds, 0.49% hits;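 active means compounds whose inhibition of the agonist-driven luminescence signal at 20 µM reaches about 50%, limit read from the data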;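 further: cells stimulated with CCL20 at 14 nM final; plate controls were DMSO with CCL20 for no effect and DMSO without agonist for full effect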
Target sequence (P51684 whole entry, looked up): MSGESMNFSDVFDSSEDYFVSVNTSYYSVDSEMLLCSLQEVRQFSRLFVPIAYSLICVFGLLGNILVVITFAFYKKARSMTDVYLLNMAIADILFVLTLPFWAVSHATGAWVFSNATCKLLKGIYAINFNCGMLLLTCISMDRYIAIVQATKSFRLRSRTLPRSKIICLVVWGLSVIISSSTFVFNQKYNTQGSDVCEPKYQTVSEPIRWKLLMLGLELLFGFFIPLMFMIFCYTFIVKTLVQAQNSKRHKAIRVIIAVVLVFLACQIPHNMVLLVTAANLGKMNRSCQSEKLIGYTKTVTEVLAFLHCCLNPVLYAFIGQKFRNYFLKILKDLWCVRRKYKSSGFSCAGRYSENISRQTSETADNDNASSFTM
UBC13 polyUb: human UBC13 polyubiquitination inhibition; P61088; UBC13 polyubiquitin chain formation, TR-FRET; inhibition, % at 20 µM; 330,000 compounds, 0.47% hits; in the data active means inhibition above about 45%, passing the limit was not always enough; inconclusive means no clear call, values can overlap the other calls
Target sequence (P61088 whole entry, looked up): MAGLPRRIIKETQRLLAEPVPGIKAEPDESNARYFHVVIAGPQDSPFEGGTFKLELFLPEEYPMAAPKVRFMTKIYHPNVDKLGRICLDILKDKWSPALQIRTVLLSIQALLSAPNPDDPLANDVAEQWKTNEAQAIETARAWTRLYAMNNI
APJ ag: agonists of human APJ apelin receptor | 330,000 compounds, 0.11% hits | CHO-K1 APJ PathHunter beta-arrestin, luminescence; 0% DMSO wells, 100% apelin | AID 2520 | P35414 | activation, % at 20 µM;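 active means activation more than six SD over the plate average, tested at 20 µM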;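 further: 0% = DMSO alone and 100% = apelin-13 at 10 nM; some results filed as inactive read as strong as hits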
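Material: CHO-K1 APJ beta-arrestin complementation cell line; Input: cell density 1000 per well; Incubation: compound stimulation 90 min at 25 °C, detection 60 min; Signal: luminescence from split beta-galactosidase complementation, Galacton Star/Emerald II substrate; Controls: DMSO-only wells as negative, 10 nM Apelin-13 as positive control.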
ATG4B inh: blocks human ATG4B protease cleavage of LC3 substrate; AID 504462; ATG4B cleavage of LC3-PLA2, NBD-HPC fluorescence, 1 h; inhibition, % at 8.33 µM; 340,000 compounds, 0.51% hits; Q9Y4P1; in the data active means inhibition above about 40%
Target sequence (Q9Y4P1 whole entry, looked up): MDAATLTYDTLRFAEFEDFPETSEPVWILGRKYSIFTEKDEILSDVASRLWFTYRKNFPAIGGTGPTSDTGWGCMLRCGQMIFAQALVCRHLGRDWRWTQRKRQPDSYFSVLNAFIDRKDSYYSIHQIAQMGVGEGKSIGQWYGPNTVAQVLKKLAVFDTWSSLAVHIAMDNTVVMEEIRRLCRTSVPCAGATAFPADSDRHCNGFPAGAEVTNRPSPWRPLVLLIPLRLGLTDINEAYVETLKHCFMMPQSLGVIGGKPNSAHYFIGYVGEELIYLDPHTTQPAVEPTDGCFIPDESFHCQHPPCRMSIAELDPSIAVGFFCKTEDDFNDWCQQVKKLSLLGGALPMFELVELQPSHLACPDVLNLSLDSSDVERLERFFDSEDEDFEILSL
EBI2 block: antagonists of human EBI2 receptor | P32249 | EBI2 beta-arrestin recruitment, luminescence, 7a,25-OHC stimulated | inhibition, % at 5 µM | 360,000 compounds, 0.81% hits | AID 651636; in the data active means inhibition above about 38%;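 further: enzyme fragment complementation signal reports receptor beta-arrestin coupling in cells; 0% = agonist plus DMSO wells and 100% = wells without agonist; some results beyond the cut were filed as inactive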
* hit, by the source's call; ? = inconclusive; . = no result given. This is a random part of the collection; 3% or so of the library scored in one or more.

molecule	APJ antag	Gli-Sufu antag	CXCR6 inh	CCR6 antagonist	UBC13 polyUb	APJ ag	ATG4B inh	EBI2 block
C=CC(=O)Nc1cccc(CN2C(=O)N(c3cc(OC)cc(OC)c3)Cc3cnc(NCCCCN(CC)CC)nc32)c1	.	12	5	1	.	.	0	-11
O=C(CCc1ccccc1)Nc1nc2c(F)cc(F)cc2s1	-6	-34	-2	7	6	-2	0	11
CCN(CC(=O)NCc1cccs1)C(=O)/C=C/c1ccc(C)cc1	6	-12	0	9	6	-2	1	92*
Cc1cccc2nc(-c3cccnc3)c(NCCC(C)C)n12	8	2	9	21	20	0	40*	9
COc1cc(/C=C/C(=O)OCC(=O)NNC(=O)c2cc(Cl)ccc2OC)ccc1O	16	2	-2	8	-5	-4	-14	-2
CC(C)C(=O)Nc1nc2cc3c(cc2s1)OCO3	-2	-38	-7	2	6	-5	2	-3
COc1ccc(NS(=O)(=O)c2cc(OCC(N)=O)c(C)cc2Cl)cc1	14	4	2	3	-1	0	4	-11
CC(C)NC(=O)Nc1ccc2c(c1)C(=O)N([C@H](C)CO)C[C@H](C)[C@@H](CN(C)S(C)(=O)=O)O2	1	-15	11	15	6	0	-8	-4
O=C(NCc1ccccc1Cl)C(=O)NCC1OCCN1S(=O)(=O)c1ccc(F)cc1 (centres undefined)	-9	0	3	14	-6	-1	2	-1
COCCN(C(=S)Nc1cc(C)cc(C)c1)C(C)c1ccco1 (centres undefined)	-27	12	-3	4	-2	-7	-1	-4
CC1(C)CC(CCN)(Cc2ccccc2Cl)CCO1 (centres undefined)	5	6	6	15	?	-6	3	8
Cc1ccc2nc(-c3ccc(NC(=O)CSCC(=O)O)cc3)sc2c1	-4	-98	0	20	-5	0	-2	8
COC(=O)C(Cc1ccc(O)cc1)NC(=O)C1CCN(S(=O)(=O)c2ccc(C)cc2)CC1 (centres undefined)	0	-29	0	-1	8	0	2	5
CN1C(=O)C2(c3ccccc31)C1CCCC=C1C(C#N)=C(N)C2(C#N)C#N (centres undefined)	-6	-2	0	11	3	9	-6	-2
CC1CC(N(C(=O)C2CC2)c2ccccc2)c2ccccc2N1C(=O)C1CC1 (centres undefined)	-2	28	7	9	-4	-1	-1	9
O=C(CNC(=O)c1ccco1)N=Nc1c(O)n(CCc2ccccc2)c2ccccc12	18	0	12	12	-15	-1	-1	-4
O=C(CSCc1ccc(Br)cc1)N1CCCC1	-40	-9	0	-1	-12	1	4	-9
COc1cc(/C=C2/C(=O)NN(c3ccc(F)cc3)C2=O)cc([N+](=O)[O-])c1O	35	6	28	52*	-148	-8	-9	6
CC(C)(C)NS(=O)(=O)c1ccc(OCC(=O)Nc2ccc3c(c2)OCCO3)cc1	-8	0	-3	-2	0	9	-12	6
COc1ccc(/C=N/NC(=O)C(=O)NCc2cccnc2)cc1OC	-23	-4	-2	-1	-12	-3	2	2
CN(C(=O)c1cccc(NC(=O)C2CCCN(C(=O)OC(C)(C)C)C2)c1)C1CCCC1 (centres undefined)	1	20	-1	9	0	-4	-6	-10
COc1ccc(-c2csc(N3CCC(C(N)=O)(N4CCCCC4)CC3)n2)cc1	-3	2	-1	3	1	-3	-3	-4
CC1Cc2cc(/C(O)=C3/C(=O)C(=O)N(CCCn4ccnc4)C3c3ccco3)ccc2O1 (centres undefined)	2	-5	-3	-3	-7	-4	-3	6
O=C1Nc2cc(C(=O)N3CCC(N4CCCCC4)CC3)ccc2S/C1=C\c1ccccc1	9	20	12	39	23	-3	9	-12
CCCCN(C)C(=S)Nc1ccsc1C(=O)OC	33	7	0	14	13	-5	11	-20

Overlap with the part before: two compounds, then new ones.
molecule	APJ antag	Gli-Sufu antag	CXCR6 inh	CCR6 antagonist	UBC13 polyUb	APJ ag	ATG4B inh	EBI2 block
O=C1Nc2cc(C(=O)N3CCC(N4CCCCC4)CC3)ccc2S/C1=C\c1ccccc1	9	20	12	39	23	-3	9	-12
CCCCN(C)C(=S)Nc1ccsc1C(=O)OC	33	7	0	14	13	-5	11	-20
CCCc1[nH]nc2c1C(CCc1ccccc1)C(C#N)=C(N)O2 (centres undefined)	14	30	0	18	-34	-3	-13	24
COc1ccc(C(=O)Nc2ccc3ccccc3c2)cc1	1	-91	-5	15	-2	3	-2	55*
Nc1ccc2c(c1)C(=O)c1ccccc1-2	-2	-1	5	-1	-102	-4	4	-2
CCc1nc(N2CCN(C(C)=O)CC2)c2c3c(sc2n1)CC(C(C)(C)C)CC3 (centres undefined)	9	13	2	9	22	4	-7	15
CN1C(=O)CC(NNC(=O)c2ccccc2)C1=O (centres undefined)	6	-6	2	-3	0	-3	-6	-9
Cc1ccccc1NC(=O)c1ccc(CSc2ncccn2)cc1	5	-18	6	10	-4	-3	10	8
Cc1cc(NC(=O)C2CC(=O)N(c3cccc(Cl)c3)C2)no1 (centres undefined)	5	12	-8	5	-7	-2	5	1
CC(C)(C)c1ccc(C(=O)NC(=S)Nn2cnnc2)cc1	5	6	15	20	1	1	6	-9
COC(=O)C1=NN(C(=O)c2ccc(Cl)cc2)C(O)(c2ccccc2)C1 (centres undefined)	-4	7	18	17	-18	-6	-19	7
CCC(C)NC(=O)c1cccc(C)c1 (centres undefined)	-10	11	3	9	-15	1	-1	-7
N#CC1=C(N)C2=C(N3CCCCC3)CCCC2C1(C#N)C#N (centres undefined)	8	3	6	15	6	-1	-1	-3
Cc1ccc(-c2noc(CCCC(=O)NC3CCCC3)n2)cc1	8	1	6	12	9	-3	-13	14
CC1=NN(c2ccc(C)c(C)c2)C(=O)C1C(c1cccc(O)c1)C1C(=O)N(c2ccc(C)c(C)c2)N=C1C (centres undefined)	10	33	7	23	-50	-5	29	23
C[N+](C)(C)CCNC(=O)c1c(O)c2c([nH]c1=O)CCCC2	6	8	3	-19	7	0	-7	-4
O=C(O)c1cccc(OS(=O)(=O)c2cc(Br)ccc2Br)c1	10	4	-4	1	-7	-2	-7	-1
O=C(Nc1ccccc1)OCCNC(=O)c1cccc(Cl)c1	-9	-9	0	7	3	-1	-5	6
O=C(Cc1ccc(S(=O)(=O)N2CCOCC2)s1)N1CCN(S(=O)(=O)c2ccc(Cl)cc2)CC1	-42	10	-9	0	-7	-1	-7	-7
CCOC(=O)C1CSC(CC(=O)Nc2ccc(Cl)c(Cl)c2)C(=O)N1 (centres undefined)	10	-7	-8	9	10	-2	-13	-3
O=C(NCc1cccc(C(F)(F)F)c1)c1cccc(S(=O)(=O)NCc2ccccc2)c1	-6	4	7	27	12	-1	24	25
Cc1nn(C)c(C)c1/C=N/NC(=O)CCn1cc([N+](=O)[O-])cn1	-5	-10	-1	4	-3	-3	-11	-6
O=C(c1ccc(S(=O)(=O)NCC2CCCO2)cc1)N1CCN(c2cccc(Cl)c2)CC1 (centres undefined)	.	5	-9	3	.	.	-1	14
CN1C[C@@H]2[C@@H]3C(=O)N(C)C(=O)[C@@H]3[C@](C)(C1=O)N2C(=O)c1ccccc1	.	-4	2	1	.	.	-12	-8
O=C(NCc1ccc2c(c1)OCO2)C1CCCCC1	15	18	-15	-6	3	-2	0	5
COc1cc(CCC(=O)NCc2ccc(Cl)cc2)cc(OC)c1OC	3	3	2	4	2	-1	-8	9
c1ccc2c(CN3CCSCC3)cccc2c1	-4	0	0	13	-9	3	0	0
COc1ccc(-c2ccc3c(c2)S(=O)(=O)c2cccc(C(=O)NCc4ccccc4Cl)c2C3=O)cc1OC	6	-4	-5	-2	-26	-3	4	-24
COc1cccc(OCC(=O)O/N=C(\N)c2ccncc2)c1	18	-22	-9	1	10	2	0	1
O=C(COC(=O)c1cccs1)Nc1ccc(S(=O)(=O)N2CCOCC2)cc1	-3	-5	2	10	2	1	-1	-4
O=C(Cc1cccs1)N1CCN(c2ccccn2)CC1	5	1	-12	-4	2	-4	2	-5
CCc1nnc(NC(=O)CCC(=O)N2CCN(Cc3ccc(OC)c(F)c3)CC2)s1	-18	9	3	4	-9	0	3	-5
O=C(CN1CCCCC1)NCC1(c2ccccc2)CCCC1	1	6	-2	-1	7	-5	4	4
O=C(Nc1cccc2ccccc12)C1CCN(C(=O)Cc2ccccc2)CC1	3	-2	3	-18	-9	-1	-1	3
COc1ccc(N2CCN(C3CCCN(C(=O)C4=C(C)OCCO4)C3)CC2)cc1 (centres undefined)	-8	2	0	-2	6	1	-4	-2
NC(=O)C1CCN(CC(=O)Nc2cccc(C(=O)Nc3cccc(C(F)(F)F)c3)c2)CC1	-15	-8	-2	14	11	-2	-6	-2
O=C(COc1ccc(Cl)cc1Cl)Nc1cccc(-c2ccc(N3CCOCC3)nn2)c1	-60	-64	-13	1	-4	9	0	-9
Cc1ccc(NC(=O)CSc2ccccn2)cc1S(=O)(=O)N1CCOCC1	-12	-5	-4	7	2	0	-9	2
CC[C@H](C)[C@H](NC(N)=O)C(=O)Nc1ccc(S(=O)(=O)NC(C)C)cc1	-4	10	1	3	12	-5	2	-11
Cc1ccc(NC(=O)C2CCN(S(=O)(=O)c3cccc4nonc34)CC2)cc1	8	4	1	25	1	-1	-4	-5
Cc1ccc(S(=O)(=O)N(C)c2nc3ccccc3[nH]c2=S)cc1	-21	11	6	2	1	-4	4	13
Cc1c(C)n(C)c2ccc(C(=O)NCCCN3CCN(c4ccc(F)cc4)CC3)cc12	9	7	2	14	22	6	-3	3
NC(=O)CC(NC(=O)Cc1ccc(Cl)cc1)c1ccc(NCCOc2ccccc2)c([N+](=O)[O-])c1 (centres undefined)	9	-2	13	14	-4	1	-6	-4
Cc1cccc(OCC(=O)O/N=C(\N)c2ccc(Br)cc2)c1	-7	4	3	-15	-4	4	2	0
O=C(NC(=S)Nc1ccc(Cl)cc1Cl)C1CC1	-3	-51	5	11	1	1	-4	-7
